# Source: PubChem BioAssay
# PMI activator: activators of human phosphomannose isomerase; AID 1214; activation factor at 20 µM; actives 0.005% (n = 190,000); purified human PMI, coupled resazurin fluorescence, 20 min; active compounds read high; 1 = vehicle control, 0 substrate-free wells;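 active = activation factor of 2 or more at 20 µM, relative to plate controls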
# Target sequence (P34949 whole entry, looked up): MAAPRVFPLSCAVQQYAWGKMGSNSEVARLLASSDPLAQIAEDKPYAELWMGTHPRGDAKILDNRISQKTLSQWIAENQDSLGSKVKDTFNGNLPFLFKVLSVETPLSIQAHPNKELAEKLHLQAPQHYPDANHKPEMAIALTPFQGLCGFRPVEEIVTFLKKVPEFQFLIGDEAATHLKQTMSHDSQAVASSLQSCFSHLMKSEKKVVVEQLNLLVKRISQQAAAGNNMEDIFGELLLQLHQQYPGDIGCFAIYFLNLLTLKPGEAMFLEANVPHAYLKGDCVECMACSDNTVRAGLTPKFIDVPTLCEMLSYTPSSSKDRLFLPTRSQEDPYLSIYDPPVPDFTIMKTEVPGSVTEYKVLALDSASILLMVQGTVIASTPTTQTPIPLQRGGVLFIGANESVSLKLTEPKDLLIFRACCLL
# PMI act satM6P: activators of human phosphomannose isomerase at near-saturating mannose 6-phosphate. coupled PMI enzyme assay, resazurin fluorescence, 20 min; active compounds read high; 1 = untreated enzyme, 0 = substrate-free blank. activation factor at 20 µM. actives 0.34% (n = 190,000);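 active = activation factor of 2 or more at 20 µM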
#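 Material: human phosphomannose isomerase with PGI, G6PDH, diaphorase coupling enzymes / Reagent: Man-6-P substrate 1.0 mM / Dosing: single compound dose of 20 µM, 1% DMSO final / Incubation: enzyme reaction with compound 20 min at room temperature / Signal: resorufin fluorescence (Ex 544/Em 590 nm) from resazurin via diaphorase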
# bIAP inh: blocks bovine intestinal alkaline phosphatase activity; purified bovine IAP, CDP-star luminescence, 30 min; 190,000 tested, under 10 active; inhibition, % at 20 µM;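 active = over 50% inhibition of intestinal alkaline phosphatase at 20 µM in the single-dose screen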
#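 test system = bovine IAP enzyme | medium = DEA buffer 100 mM, pH 9.8, with MgCl2 1.0 mM, ZnCl2 0.02 mM | detection = luminescence | dosing = single compound dose of 20 µM, 2% DMSO final | incubation = 30 min reaction at room temperature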
# bIAP act: intestinal alkaline phosphatase (bovine) activation; purified bovine IAP, CDP-star luminescence, 30 min; active compounds read high; fold of DMSO-control signal, blank-subtracted; activation factor at 20 µM; actives 0.17% (n = 200,000); AID 1016;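 active = activation factor of 2 or more at 20 µM, a signal rise over negative controls twice the positive control's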
# Lmaj promast: inhibitors of Leishmania major promastigote growth; Leishmania major promastigotes, resazurin fluorescence viability; inhibition, % at 10 µM; actives 9% (n = 200,000); in the data active = inhibition above about 50%;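 note: promastigotes grown with compound for 44 hours at 28 °C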
# TNAP inh hiacc: blocks human TNAP under high phosphate acceptor concentration; purified TNAP, CDP-star luminescence, 1 M DEA; inhibition, % at 20 µM; actives 0.03% (n = 200,000); AID 1135;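 active = over 50% inhibition of tissue-nonspecific alkaline phosphatase at 20 µM in the single-dose screen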;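 note: plate controls were DMSO wells for no effect and EDTA-quenched wells as full inhibition for full effect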
# Target sequence (P05186 whole entry, looked up): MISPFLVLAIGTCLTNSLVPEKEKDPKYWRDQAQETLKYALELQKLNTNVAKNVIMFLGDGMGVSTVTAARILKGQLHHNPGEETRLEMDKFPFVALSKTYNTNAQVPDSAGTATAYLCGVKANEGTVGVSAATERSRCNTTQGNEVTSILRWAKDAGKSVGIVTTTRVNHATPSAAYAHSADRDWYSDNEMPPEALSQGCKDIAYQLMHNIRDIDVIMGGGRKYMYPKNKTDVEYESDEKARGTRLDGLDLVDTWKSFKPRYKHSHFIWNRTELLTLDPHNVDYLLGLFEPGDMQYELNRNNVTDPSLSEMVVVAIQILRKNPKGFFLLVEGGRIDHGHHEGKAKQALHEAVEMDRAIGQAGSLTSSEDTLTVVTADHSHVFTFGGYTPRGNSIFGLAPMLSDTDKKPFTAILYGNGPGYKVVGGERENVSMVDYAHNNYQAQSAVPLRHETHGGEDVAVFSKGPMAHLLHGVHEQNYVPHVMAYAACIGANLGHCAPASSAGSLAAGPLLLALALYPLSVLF
# TNAP inh no acc: blocks human TNAP activity with no phosphate acceptor present; P05186; purified TNAP, CDP-star luminescence, 30 min; inhibition, % at 20 µM; actives 0.26% (n = 200,000);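 active = tissue-nonspecific alkaline phosphatase inhibition above about 50% at 20 µM in the single-dose screen, limit read from the data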;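 note: 0% = DMSO negative control and 100% = EDTA positive control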
# Diaph act CS: activates diaphorase or chemically reduces, flagging diaphorase assay artifacts; Diaphorase/resazurin coupled assay, resorufin fluorescence, 16 min; active compounds read high; 1 = vehicle wells, 0 = NADH-free wells; activation factor at 20 µM; actives 0.005% (n = 190,000); AID 1229;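 active = diaphorase activity raised at least twofold by the compound at 20 µM; inactive = activation factor below 2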
#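 Material: purified diaphorase enzyme from Clostridium kluyveri / Medium: HEPES pH 7.4 buffer with MgCl2 and Tween 20 / Schedule: enzyme reaction of 16 min at room temperature / Measured by: resorufin fluorescence, excitation 544 nm, emission 590 nm / Evaluation: rise in resorufin formation, marking diaphorase activation or chemical reduction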
# TNAP act hi DEA: increases human TNAP activity under high phosphate acceptor concentration. purified TNAP, CDP-star luminescence, 1 M DEA, 30 min; active compounds read high; 0 = EDTA background, 1 = DMSO-only activity. 200,000 tested, under 10 active. activation factor at 20 µM. AID 1136. P05186;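 active = activation factor at least 2 at 20 µM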
#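 system = human TNAP | amount = enzyme diluted 1/800 final | reagent = 100 µM CDP-star substrate | signal = luminescent substrate turnover signal | dosing = one dose, 20 µM | benchmarks = EDTA negative control, DMSO positive control | measure = activation factor | timing = 30 min reaction, room temperature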
# Diaph inh CS: counter-screen for diaphorase-based assays: diaphorase inhibitors and chemical oxidizers; AID 1217; inhibition, % at 20 µM; diaphorase resazurin-to-resorufin fluorescence, NADH, 16 min; bacterial (C. kluyveri) enzyme, not human; actives 0.69% (n = 190,000);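 active = primary screen inhibition at 20 µM above a set limit, cut at about 50% in these data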;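 note: plate controls were DMSO with full reaction for no effect and wells lacking NADH for full effect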
#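 System: Bacterial diaphorase enzyme (C. kluyveri) | Incubation: 16-min room-temperature incubation before reading | Benchmarks: No-NADH positive control and DMSO neutral control | Measured by: Resorufin fluorescence 544/590 nm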
# An asterisk follows results filed as active; · = not tested or not shown.
SMILES,PMI activator,PMI act satM6P,bIAP inh,bIAP act,Lmaj promast,TNAP inh hiacc,TNAP inh no acc,Diaph act CS,TNAP act hi DEA,Diaph inh CS
O=C(CN(c1cccc(C(F)(F)F)c1)S(=O)(=O)c1ccccc1)N1CCOCC1,1,1.1,-4,1,-6,-6,-13,1,1.1,-2
N#CC(C#N)=C1C=CC=CN1/C(=C\c1ccco1)C(=O)c1ccc(Br)cc1,0.9,0.9,1,1,24,-5,-8,0.9,1.1,12
CN1C=CC=C/C1=C(\C#N)c1nc2ccccc2[nH]1,1,0.9,29,0.7,5,11,7,0.9,0.9,14
O=C(CSc1nccn1-c1ccccc1)c1ccc(Br)cc1,0.9,1,1,1,-2,-2,-5,1,1,-1
COc1cccc(C(=O)NC2=NCCS2)c1OC,1,1,-8,1.1,-4,-5,0,1,1,-3
Cc1ccccc1NC(=S)NCC(c1cccnc1)N(C)C (centres undefined),1,1.1,-14,1.1,-2,2,-14,1,1,-3
CCCOc1ccc(C2c3c(oc4ccccc4c3=O)C(=O)N2CCN(CC)CC)cc1OC (centres undefined),0.9,0.9,-2,1,1,-4,-11,1,1,4
O=C(NCc1ccc2c(c1)OCO2)c1cc(-c2ccccn2)nc2ccccc12,0.9,0.9,-7,1.1,9,-4,0,1,1,3
CCCc1cc(C(=O)Nc2cccnc2Cl)no1,0.9,1,4,1,-8,-7,-14,1,1.1,4
O=[N+]([O-])c1ccc(O)c(Nc2ncnc3ccc(Br)cc23)c1,1.1,1,12,0.9,3,18,14,0.6,0.8,40
Cn1c(/C(C#N)=C(\O)c2ccc([N+](=O)[O-])cc2)nc2ccccc21,1.1,1,-2,1,-9,0,4,0.9,1,10
Cc1ccc(S(=O)(=O)C2(C(=O)N(C)C3CCCCC3)CC2)cc1,0.9,0.9,8,0.9,6,-3,-12,0.9,1,9
CC1=C(C(=O)OC2CCCCC2)C(c2cccs2)n2c(nc3ccccc32)N1 (centres undefined),1,0.9,-1,1,24,3,-2,0.9,1,9
Cc1cc(NC(=O)CSc2ccc(Cl)cc2)no1,0.9,0.9,10,0.9,4,-2,0,1,1,4
O=C(NNC(=O)c1ccc2ccccc2c1O)c1ccccc1Cl,0.9,1,0,1,-9,0,65*,1,1,4
CCOC(=O)C1CCN(C(=O)CSCc2nc(-c3ccc(OCC)cc3)oc2C)CC1,0.9,0.8,4,1,-2,-6,-19,0.8,1.1,20
S=C(NCc1ccco1)N1CCN(c2ccccn2)CC1,1,1,10,0.9,-7,-1,-10,0.9,1,14
CSc1nc(O)cc(=O)n1-c1ccc(F)cc1,1.1,1.1,-14,1.1,-8,-2,-12,1,1,-1
COc1ccccc1N(CC(=O)NC(C)(C)C)C(=O)C1CSC(=O)C1 (centres undefined),1,1,2,1,-6,6,2,1,0.9,4
O=[N+]([O-])c1ccc(O)c(/C=N\N=C2c3ccccc3-c3ccccc32)c1,1,1.1,36,0.6,35,22,10,1,0.8,4
CCn1c2ccccc2c2nnc(SCc3cc(=O)n4ccsc4n3)nc21,0.9,0.9,-3,1,·,-5,-2,0.2,1.1,77*
Cc1cccc(-c2noc(-c3ccc(F)cc3)n2)c1,0.9,0.9,10,0.9,-6,-4,-4,1,1,3
Cc1nnc(-c2ccc(Oc3ccc(Cl)cc3)c([N+](=O)[O-])c2)o1,1,0.9,8,0.9,-10,-1,-9,0.8,1,24
OC(Cn1cccn1)c1ccccc1 (centres undefined),1.1,1.1,4,1,-2,1,-6,1.1,1,-9
Cc1ccc(S(=O)(=O)N2CCN(C(=O)COC(=O)c3cc(C)oc3C)CC2)cc1,0.9,1,8,0.9,-1,-8,-16,0.8,1.1,18

# An excerpt from above in order of molar mass, rising:
SMILES,PMI activator,PMI act satM6P,bIAP inh,bIAP act,Lmaj promast,TNAP inh hiacc,TNAP inh no acc,Diaph act CS,TNAP act hi DEA,Diaph inh CS
Cc1ccccc1NC(=S)NCC(c1cccnc1)N(C)C (centres undefined),1,1.1,-14,1.1,-2,2,-14,1,1,-3
Cc1nnc(-c2ccc(Oc3ccc(Cl)cc3)c([N+](=O)[O-])c2)o1,1,0.9,8,0.9,-10,-1,-9,0.8,1,24
CCn1c2ccccc2c2nnc(SCc3cc(=O)n4ccsc4n3)nc21,0.9,0.9,-3,1,·,-5,-2,0.2,1.1,77*

# Complete entries, looked up by structure.
# `Cc1nnc(-c2ccc(Oc3ccc(Cl)cc3)c([N+](=O)[O-])c2)o1` in the list: PMI activator: 1; PMI act satM6P: 0.9; bIAP inh: 8; bIAP act: 0.9; Lmaj promast: -10; TNAP inh hiacc: -1; TNAP inh no acc: -9; Diaph act CS: 0.8; TNAP act hi DEA: 1; Diaph inh CS: 24
# `CCCc1cc(C(=O)Nc2cccnc2Cl)no1` in the list: PMI activator: 0.9; PMI act satM6P: 1; bIAP inh: 4; bIAP act: 1; Lmaj promast: -8; TNAP inh hiacc: -7; TNAP inh no acc: -14; Diaph act CS: 1; TNAP act hi DEA: 1.1; Diaph inh CS: 4

# Carrying on.
SMILES,PMI activator,PMI act satM6P,bIAP inh,bIAP act,Lmaj promast,TNAP inh hiacc,TNAP inh no acc,Diaph act CS,TNAP act hi DEA,Diaph inh CS
Brc1ccc2c(c1)C(c1cccs1)=NNC(c1cccnc1)=N2,1.1,1.1,3,1,29,-2,-6,0.9,1,8
Cc1ccc([N+](=O)[O-])cc1NC(=O)CCc1ccccc1,1.1,1,9,0.9,-4,2,11,1,1,-2
CN(C1CCCCC1)S(=O)(=O)c1ccccc1,0.9,0.9,12,0.9,6,-1,-8,0.9,1,12
CCc1cccc2c(C(=O)COC(=O)c3c(C)noc3C)c[nH]c12,1,1.1,6,0.9,6,-8,-2,1.1,1.1,-6
CSc1nsc(SC)c1NC(=O)Nc1ccccn1,1,1,15,0.8,10,-6,-11,0.8,1.1,15
C=CCN(C1CCCCC1)S(=O)(=O)c1ccc2c(c1)oc(=O)n2C,0.9,0.9,7,0.9,3,-2,-7,0.8,1,18
O=C(NCC(=O)N1CCN(S(=O)(=O)c2cccs2)CC1)c1ccc(Cl)cc1,1,0.9,3,1,-13,0,-4,1,1,4
O=C1CN(C(=O)CSc2nncs2)c2ccccc2N1,1,0.9,-27,1.3,2,-4,-10,0.8,1,18
CCOC(=O)C1=C(C)N=C2SC(C)C(=O)N2C1c1cccc(F)c1 (centres undefined),0.9,1,4,1,-4,-9,-9,0.8,1.1,17
N#C/C(=C\c1ccc(O)c(Br)c1)C(=O)NCc1ccccc1,0.8,0.8,-30,1.3,-7,3,0,0.8,1,18
COC(CNC(=O)c1ccc2c(c1)ncn2-c1cccc(F)c1)OC,1,1,3,1,0,-4,-10,0.9,1,12
O=C(Nc1nc2ccccc2[nH]1)c1ccccc1[N+](=O)[O-],0.9,0.9,-25,1.3,23,-1,-16,0.9,1,15
Cc1cc(C)c(S(=O)(=O)Nc2ccc(OCC(=O)O)cc2)c(C)c1,1.1,1.1,11,0.9,-7,-4,-13,1.1,1,-7
CCc1nnc(NC(=O)CSc2nnc3c4ccccc4n(C)c3n2)s1,0.9,1,8,0.9,-4,12,1,0.8,0.9,21
Cc1ccc(-n2ncc3c(=O)n(-c4ccc(C)c(C)c4)c(-c4ccco4)nc32)cc1,0.9,0.9,-1,1,52*,-7,-4,0.8,1.1,18
CCN(CC)S(=O)(=O)c1ccc(-c2nnc(SCc3nnc(-c4ccc(C)cc4)o3)o2)cc1,1,1,11,0.9,5,-6,-10,1,1.1,4
COCCCNC(=O)Cn1cc(C(=O)c2cccs2)c2ccccc21,0.9,0.9,14,0.9,1,-2,-9,0.9,1,10
Cc1cc(NC(=O)CCC(=O)N(Cc2ccco2)C2(C(=O)NC3CCCCC3)CCN(C)CC2)no1,1.1,1,-4,1,4,-4,-9,0.9,1,8
C/C(=N\Nc1ccc(S(N)(=O)=O)cc1[N+](=O)[O-])c1ccc2c(c1)OCO2,0.8,0.9,14,0.9,15,21,17,0.8,0.8,19
O=C(NC1CCCC1)C(c1ccccc1F)N(C(=O)Cc1cccs1)c1ccc2c(c1)OCCO2 (centres undefined),0.8,0.9,10,0.9,46,-5,-14,0.9,1.1,11
CCC(=O)N1c2ccccc2[C@@H](N(C(C)=O)c2ccccc2)C[C@H]1C,0.9,0.9,-6,1.1,-2,2,-3,0.9,1,10
COc1ccc(Br)c2oc(SC)cc(=O)c12,1.2,1.1,-12,1.1,2,-5,-12,1.1,1.1,-8
C/C(=N\NC(=O)c1nc2ccccn2c1C)c1ccco1,1,1,-33,1.3,3,-9,-94,0.9,1.1,5
CC(=O)NC(=C(Cl)Cl)S(=O)(=O)c1ccccc1,1.3,1.1,-5,1.1,48,-2,7,0.9,1,7
COc1ccc(-n2c(=O)c3ccccc3c3ccccc3c2=O)c(OC)c1,1,1.2,11,0.9,-10,3,-7,0.8,1,21

# Carrying on.
SMILES,PMI activator,PMI act satM6P,bIAP inh,bIAP act,Lmaj promast,TNAP inh hiacc,TNAP inh no acc,Diaph act CS,TNAP act hi DEA,Diaph inh CS
O=C(CSc1nc(-c2cccs2)cc(C(F)(F)F)n1)NCc1ccco1,1,1.2,14,0.9,-4,-3,-7,1,1,2
O=C(CN1CCOCC1)Nc1ccc(NC(=O)CN2CCOCC2)c(Cl)c1,1,0.9,7,0.9,-5,-8,-12,0.8,1.1,22
CC(C(=O)N1CCOCC1)N1C(=O)c2cccc3cccc(c23)C1=O (centres undefined),1,1,16,0.8,1,-6,-11,0.9,1.1,5
CC(C)C(=O)NS(=O)(=O)c1ccc(N)cc1,1,1,5,0.9,-5,-6,-14,0.9,1.1,8
CCOC(=O)CC(=O)N/N=C/c1c(N)n(C)c(=O)n(C)c1=O,1.1,1.1,-24,1.2,-1,-7,-8,1,1.1,-2
Cc1ccc(OC(=O)c2ccc(N3CCOCC3)c([N+](=O)[O-])c2)cc1,0.9,0.9,4,1,3,-1,-2,0.9,1,10
COc1ccccc1Oc1c(C)oc2c(CN3CCN(CCO)CC3)c(O)ccc2c1=O,1.1,1,6,0.9,6,-4,3,0.9,1,12
CCCCn1c(SCC(=O)Nc2nnc(C)s2)nc2c1c(=O)n(C)c(=O)n2C,1,0.9,-2,1,-6,-5,-8,0.8,1.1,21
COc1cccc(/C=N/Nc2ccc(S(=O)(=O)O)cc2)c1O,1.4,2.1*,4,1,-4,-3,-10,0.9,1,11
CC(C)C(c1nnnn1C1CCCCC1)N1CCN(c2ncccn2)CC1 (centres undefined),0.9,0.9,-8,1.1,-2,-6,-12,0.8,1.1,18
CC(Sc1ccccc1)C(=O)Nc1ccc(N2CCOCC2)cc1 (centres undefined),0.9,0.9,8,0.9,3,-1,-16,0.9,1,13
COc1ccc(Cl)cc1N1C(=O)CC(N2CCc3ccccc32)C1=O (centres undefined),1,1,8,0.9,-7,-2,-22,0.9,1,9
